# Source: PubChem (several laboratories)
# MMP-13 inhibitor = MMP13 (human) collagenase inhibition | P45452 | MMP-13 fTHP FRET cleavage, Mca fluorescence | inhibition, % at 4 µM | 0.07% of 65,000 active | AID 570;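 active means inhibition above the mean of compound-free control plate wells plus 3 SD, cut at about 14% in these data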;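 further: 0% = DMSO wells and 100% = wells with reference MMP-13 inhibitor after basal subtraction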
# A340 absorber = compounds absorbing at 340 nm; fold change at 10 µM; compound absorbance at 340 nm, fold over control; 65,000 tested, under 10 active;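 active means at 10 µM dose, initial 340 nm absorbance at least 2 fold that of control wells; inactive means change under 2 fold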;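 further: initial absorbance extrapolated from kinetic A340 decline of NADH oxidation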
# Autofluor 339 = intrinsic fluorescence of library compounds, ex339/em460 – biochemical, MLSMR library, data from DPM-DC assay, artefact control, profiling panel; 5.5% of 65,000 active; compound autofluorescence, ex339/em460 nm, NADH buffer; hits give high values; 1 = no-compound wells, NADH background; AID 709; fluorescence fold increase at 10 µM;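 active means at 10 µM, mean starting fluorescence two-fold or more over control wells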;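 further: signal is the first read of a kinetic run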
# 5HT1a antag = antagonists of human 5-HT1a serotonin receptor; P08908; CHO 5-HT1a Ga15 NFAT-bla reporter, antagonist mode; inhibition, % at 10 µM; 0.68% of 62,000 active;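 active means inhibition above the mean of all tested compounds plus 3 SD, cut at about 43% in these data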;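 further: receptor stimulated by 5-CT agonist at 100 nM near EC80; beta-lactamase reporter measured by ratiometric fluorescence of a cleavable substrate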
# Target sequence (P08908 whole entry, looked up): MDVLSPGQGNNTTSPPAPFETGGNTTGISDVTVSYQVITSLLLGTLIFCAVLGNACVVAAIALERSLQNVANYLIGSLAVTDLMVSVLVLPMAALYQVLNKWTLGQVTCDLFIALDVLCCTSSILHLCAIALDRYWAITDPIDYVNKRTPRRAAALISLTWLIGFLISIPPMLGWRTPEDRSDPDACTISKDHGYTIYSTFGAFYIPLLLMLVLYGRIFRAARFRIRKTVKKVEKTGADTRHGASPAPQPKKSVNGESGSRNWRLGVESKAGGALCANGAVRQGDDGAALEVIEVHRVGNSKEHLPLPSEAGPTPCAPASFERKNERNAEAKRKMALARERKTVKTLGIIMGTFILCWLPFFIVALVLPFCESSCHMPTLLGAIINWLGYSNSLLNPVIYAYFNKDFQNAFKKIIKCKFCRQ
# S1P1 ag pot = agonists and agonism potentiators of human S1P1 receptor | P21453 | S1P1 CRE-bla cells, forskolin, beta-lactamase FRET, potentiator mode; S1P1 agonist co-added at EC20, 2 nM; 100% = saturating reference agonist, 0% = basal | activation, % at 9.5 µM | 0.57% of 56,000 active | AID 449;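 active means activation above a cutoff set at the mean activation of all tested compounds plus 3 SD, cut at about 54% in these data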;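 further: forskolin at 4 µM as EC80 and the EC20 agonist is SEW2871; 100% = SEW2871 at its EC100 plus forskolin at EC80; some compounds past the cut are filed as inactive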
# S1P3 ag = activates the human S1P3 receptor; Q99500; S1P3 NFAT-BLA reporter cells, agonism, FRET ratio; relative to 1 µM S1P, basal subtracted; activation, % at 4.5 µM; 0.1% of 60,000 active;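 active means activation above the screen-wide mean plus 3 SD, cut at about 4.5% in these data, passing the limit was not always enough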; further: some compounds called inactive have numbers as strong as hits
# Target sequence (Q99500 whole entry, looked up): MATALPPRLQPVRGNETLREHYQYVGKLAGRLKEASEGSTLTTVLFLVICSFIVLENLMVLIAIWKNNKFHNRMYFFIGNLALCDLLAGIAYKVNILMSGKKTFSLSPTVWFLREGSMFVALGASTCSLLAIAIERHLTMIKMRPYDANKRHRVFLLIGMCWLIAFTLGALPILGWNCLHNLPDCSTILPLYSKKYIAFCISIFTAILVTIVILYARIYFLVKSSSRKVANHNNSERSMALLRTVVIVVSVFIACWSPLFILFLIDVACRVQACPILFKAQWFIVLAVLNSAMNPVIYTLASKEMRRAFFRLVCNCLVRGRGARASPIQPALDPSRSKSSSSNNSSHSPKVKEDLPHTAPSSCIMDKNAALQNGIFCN
#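 Measure – % activation relative to 1 µM S1P (100%), per plate · System – stable CHO line with human S1P3, Gα16, NFAT-BLA reporter · Timing – cells plated overnight, compound 4 h 37 °C, substrate 2 h RT · Technique – fluorescent BLA substrate, ex 405 nm, em 460/535 nm ratio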
# HER2 expr 66K = lowers expression of human Her2 kinase; P04626; SKBR-3 HER2 protein level, AlphaScreen, 18-24 h; hits give low values; HER2 level % of control, % at 10 µM; 0.69% of 65,000 active; AID 645;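 active means HER2 level under 5% of the carrier-only control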;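 further: 100% = DMSO carrier and 0% = 500 nM PU-H71 HSP90 inhibitor; lower value means stronger loss of Her2 protein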
# 5HT1E antag = antagonists of human 5-HT1E serotonin receptor. inhibition, % at 6 µM. 0.99% of 65,000 active. P28566. AID 571. CHO 5-HT1E Ga15 NFAT-bla reporter, FRET, antagonist;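 active means inhibition above a set limit, the mean inhibition across every tested compound plus 3 SD, cut at about 29% in these data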;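 further: signal is the 460 over 535 nm emission ratio of beta-lactamase substrate; 0% = agonist plus DMSO wells and 100% = wells without agonist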
# HTR1E agonist = agonists of human 5-HT1E serotonin receptor; P28566; CHO 5-HT1E Ga15 NFAT-bla reporter, FRET; 0% DMSO wells, 100% control agonist wells; activation, % at 6 µM; 0.69% of 65,000 active; AID 574;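 active means activation above a set limit, the screen-wide mean activation plus 3 SD, cut at about 8.5% in these data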;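 further: 100% = positive control agonist at 1 µM giving full maximal response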
# An asterisk follows results filed as active; · = not tested or not shown; [ ] = dose if it differs, or a comment.
SMILES,MMP-13 inhibitor,A340 absorber,Autofluor 339,5HT1a antag,S1P1 ag pot,S1P3 ag,HER2 expr 66K,5HT1E antag,HTR1E agonist
CCCc1[nH][nH]c(=O)c1C(c1ccccc1)C(C#N)C#N (configuration not stated),4,1.1,0.99,2,·,·,124,2,-1.6
CCOC(=O)C1CCN(Cc2c(F)cccc2Cl)CC1,3,1.1,1.1,12,·,-1.1,128,4,0.1
CCCCOC(=O)Nc1cc(OC)c(Cl)cc1OC,2,1.1,0.99,8,-40,-2.3,77,-5,-0.8
CCCS(=O)(=O)N1CCn2c(nc3ccccc32)C1,6,1,1,-11,-21,-0.8,66,-6,0.4
COC(=O)C1=C(C)N=C2SCCC(=O)N2C1c1cccs1 (configuration not stated),5,1.1,1,-5,-15,-0.7,104,-1,-0.9
Clc1ccc(-c2nnc3sc(Cc4cccs4)nn23)c(Cl)c1,-2,1,1.1,·,6,-1.4,87,-3,0.2
COc1ccc(NC(C)=O)cc1NC(=O)CN1CCN(S(=O)(=O)c2ccc(C(C)C)cc2)CC1,4,1,1.1,-18,-8,-0.4,57,-11,0.8
Cc1csc2ncc(C(=O)Nc3ccon3)c(=O)n12,-179[fluorescence artefact?],1.1,4.8*,1,-11,-0.9,83,11,-0.8
CC1(C)CC(O)C(C)(C)N1O (configuration not stated),4,1,1.1,-11,-12,-0.3,75,-3,1.7
Cc1ccnc(N2CCC(C(=O)Nc3cccc(C(F)(F)F)c3)CC2)n1,-6,0.99,1.3,-9,-9,-1.6,81,-3,0.2
COc1cccc(-n2nnnc2SCC(=O)Nc2cccc(NC(C)=O)c2)c1,-1,0.97,1.1,2,6,-0.6,81,9,0.1
CC1=NC2(CCCc3c2no[n+]3[O-])N(O)C1(C)C (configuration not stated),-3,1,1.1,-1,7,-0.9,66,2,-1.7
C#CCOC(=O)c1ccccc1C(=O)OCC#C,4,0.99,1.1,-11,-4,-0.5,-22*,-6,0.2
Cc1ccccc1OCc1nc(-c2ccc(-n3cccc3)cc2)no1,-3,1.1,1.1,-10,25,-0.4,90,-3,0.1
O=C(Nc1cccc(C(F)(F)F)c1)c1ccco1,4,0.98,1,3,18,-1.2,63,-4,-0.5

# Rewritten as tab-separated lines: 4 of the compounds above.
Compound	MMP-13 inhibitor	A340 absorber	Autofluor 339	5HT1a antag	S1P1 ag pot	S1P3 ag	HER2 expr 66K	5HT1E antag	HTR1E agonist
COC(=O)C1=C(C)N=C2SCCC(=O)N2C1c1cccs1 (configuration not stated)	5	1.1	1	-5	-15	-0.7	104	-1	-0.9
Clc1ccc(-c2nnc3sc(Cc4cccs4)nn23)c(Cl)c1	-2	1	1.1	·	6	-1.4	87	-3	0.2
COc1ccc(NC(C)=O)cc1NC(=O)CN1CCN(S(=O)(=O)c2ccc(C(C)C)cc2)CC1	4	1	1.1	-18	-8	-0.4	57	-11	0.8
Cc1csc2ncc(C(=O)Nc3ccon3)c(=O)n12	-179[fluorescence artefact?]	1.1	4.8*	1	-11	-0.9	83	11	-0.8

# (further entries)
SMILES,MMP-13 inhibitor,A340 absorber,Autofluor 339,5HT1a antag,S1P1 ag pot,S1P3 ag,HER2 expr 66K,5HT1E antag,HTR1E agonist
Cc1ccc(-c2noc(-c3ccccc3C(=O)N3CCCC3)n2)cc1,0,0.96,1.1,13,12,-0.8,105,-1,0.1
NC1=NC2(CCN(Cc3ccccc3)CC2)n2c(nc3ccccc32)N1,1,1,1.1,-4,-3,-0.7,99,-1,1.8
CC1(C)Cc2ccccc2-c2nnc(-c3ccccn3)n21,-1,0.98,1.1,9,9,-1.0,94,12,-0.6
O=C(Nc1ccc(Br)cc1F)C1CCCN(S(=O)(=O)c2cnc[nH]2)C1 (configuration not stated),0,0.98,1,1,-29,-0.4,101,-13,2.0
Cc1ccc(C)c(NC(=O)CSc2nnc(-c3ccccc3)o2)c1,2,1,1,-5,-16,-0.3,111,14,-0.1
Brc1ccc(-c2nc(-c3ccccc3)no2)o1,-2,1,1.2,8,3,0.5,41,1,-0.4
CCN(CC)C(=O)C1CCCN(Cc2ccc(N(C)C)cc2)C1 (configuration not stated),-6,1,1,0,4,-0.8,121,1,1.5
Cc1oc(-c2ccc(Cl)cc2)nc1CN1CCC(C(=O)N2CCc3ccccc3C2)CC1,2,1,1.1,-15,3,-2.0,40,-2,1.4
COc1cc(C2C(C(N)=O)=C(C)Nc3nc(CCCO)nn32)cc(OC)c1OC (configuration not stated),6,1,1.1,-3,-5,-1.3,104,1,0.6
CC1=C(C(N)=O)C(c2ccccc2)n2nc(-c3cccc(C)c3)nc2N1 (configuration not stated),-4,1,1.1,12,-19,-0.4,96,-8,-0.2
C=CCNC(=O)C(C)N1C(=O)c2ccccc2C1=O (configuration not stated),0,1.1,1.1,6,·,0.2,77,1,0.0
N#Cc1nc(N2CCCCC2)nc(N2CCOCC2)n1,0,1.1,1.2,15,-40,-1.2,·,10,-0.4
Cc1ccccc1-n1nnc2c(=O)oc3ccccc3c21,1,0.97,0.98,12,-17,-1.9,83,8,-0.5
COC(=O)c1ccc(-c2n[nH]c(=O)c3ccccc23)cc1,-2,1,1.1,11,12,-0.7,106,11,-0.1
CCOCCCNC(=O)c1ccc(OC(C)=O)cc1,4,1,1.1,2,-7,-1.7,111,9,2.5

# Part of the list above, with bars between the fields:
Molecule | MMP-13 inhibitor | A340 absorber | Autofluor 339 | 5HT1a antag | S1P1 ag pot | S1P3 ag | HER2 expr 66K | 5HT1E antag | HTR1E agonist
O=C(Nc1ccc(Br)cc1F)C1CCCN(S(=O)(=O)c2cnc[nH]2)C1 (configuration not stated) | 0 | 0.98 | 1 | 1 | -29 | -0.4 | 101 | -13 | 2.0
Cc1ccc(C)c(NC(=O)CSc2nnc(-c3ccccc3)o2)c1 | 2 | 1 | 1 | -5 | -16 | -0.3 | 111 | 14 | -0.1
Brc1ccc(-c2nc(-c3ccccc3)no2)o1 | -2 | 1 | 1.2 | 8 | 3 | 0.5 | 41 | 1 | -0.4

# Additional records.
SMILES,MMP-13 inhibitor,A340 absorber,Autofluor 339,5HT1a antag,S1P1 ag pot,S1P3 ag,HER2 expr 66K,5HT1E antag,HTR1E agonist
CC1(C)C(=O)Nc2ccccc2N1C(=O)COc1ncnc2ccccc12,0,1,1.1,13,-24,0.4,75,-1,-1.0
Cc1cccc(-c2c3c(=O)n(C)c(=O)n(C)c3cn2CC2CCCO2)c1 (configuration not stated),4,1.1,1.2,-2,0,-1.3,102,4,-1.1
CCOC(=O)C1=C(N)c2ccccc2CC1C(C)C (configuration not stated),-5,1,1,·,-2,-0.9,84,12,-0.1
Nc1c(C(=O)NCCN2CCOCC2)c2nc3ccccc3nc2n1-c1cccc(F)c1,-225[fluorescence artefact?],1.1,5.1*,4,-19,-1.2,77,-3,1.8
CCOc1ccc2nc(NC(=O)CSc3nc4c(c(=O)n(C)c(=O)n4C)n3CC)sc2c1,4,1,1.1,7,-30,-0.5,160,-12,-0.3
CCn1c(COc2ccccc2)nnc1SCC(=O)Nc1ccc2c(c1)OCCO2,0,1,1.1,-19,16,-0.6,78,-11,1.6
CCOC(=O)c1ccc(NC(=O)COc2ccccc2OC)cc1,0,1,1.1,·,2,-1.9,214,5,-0.1
CCOC(=O)C1CN(c2cc3c(cc2F)c(=O)c(C(=O)O)cn3CC)OC1C(=O)OCC (configuration not stated),-8,1.1,1.2,-4,10,-1.5,45,-2,1.0
COc1ccc(/C(O)=C2/C(=O)C(=O)N(CCCN(C)C)C2c2ccc(Cl)cc2)cc1OC (configuration not stated),-5,1,0.99,-2,-30,-0.1,106,-11,0.9
CC1CCCCN1CCNS(=O)(=O)c1ccc2c(c1)oc(=O)n2C (configuration not stated),3,0.97,1,-6,-10,-0.9,89,-4,0.3
CCOc1ccc2ccccc2c1C(=O)Nc1cc(=O)n(C)c(=O)n1C,-11,1,1.1,-5,-2,0.5,78,-9,1.3
O=S(=O)(NCc1ccc2c(c1)OCO2)c1ccc2c(c1)oc1ccccc12,4,1,1.2,9,21,-0.3,99,6,-0.1
O=C(c1ccc(F)cc1)C1CCN(C(=O)c2ccncc2)CC1,-3,1,1.1,-1,0,-0.7,94,4,0.1
CCN(CC)S(=O)(=O)c1ccc(C(=O)NCc2nnc(SCC(=O)OC)n2C)cc1,3,1,1.1,6,-12,-0.6,111,0,0.4
Cn1c(=O)n(C)c2cc(NC(=O)CSc3nnc(-c4ccccc4O)n3-c3ccccc3)ccc21,-4,1,1.1,-10,·,0.2,51,-8,0.3
COC(=O)c1cccnc1-n1c(=O)c2cccnc2n(Cc2cccc(OC)c2)c1=O,6,1,1.1,-8,12,-0.6,112,5,0.5
Cc1ccc(S(=O)(=O)N2CCN(S(=O)(=O)N3CCCCC3)CC2)cc1,0,1,1.1,-9,-1,-0.4,127,-8,0.4
CCCn1nc(-c2ccccc2)c2nc3ccccc3nc21,5,1.1,2.4*,8,21,-1.2,106,14,-1.3
Cc1cc(NC(=O)c2ccc3c(c2)OCO3)no1,7,1.1,1.1,1,·,-0.3,104,10,0.4
O=c1c(C(c2nnnn2C2CCCCC2)N2CCCCC2)coc2ccc(Cl)cc12 (configuration not stated),6,1,1.2,8,6,-0.5,28,10,-0.3
O=C(CC1COc2ccccc2O1)NCc1ccccc1 (configuration not stated),0,1.1,1.1,-16,·,-0.6,113,-6,0.3
CCOC(=O)c1cnn(-c2ncnc3sc(CC)cc23)c1N,1,1,1,-7,·,·,85,5,-0.4
CCOC(=O)c1c(C)n(C)c2ccc(OC)c(NC(=O)CN3CCCCC3)c12,11,1,1,·,3,-2.6,92,4,-1.0
Cn1cc(C(=O)NC2CCCCCCC2)c(=O)c2cc(S(=O)(=O)N3CCCC3)ccc21,2,1,1,-5,-6,-1.3,69,-6,-0.6
CC(C)(CNS(=O)(=O)c1ccc(Cl)cc1)N1CCCCC1,-11,1,1.1,7,10,-1.3,97,1,0.1
NC(=O)CSc1nnnn1CC(CC(=O)O)c1ccccc1 (configuration not stated),5,1,1.1,-10,-2,-1.2,163,-11,0.0
CCCCN(c1ccccc1)S(=O)(=O)c1ccc2c(c1)CCN2C(=O)CCC(=O)O,1,1,1,1,-23,-0.9,106,1,0.1
COc1ccc(Nc2cc(C)nc3ccccc23)cc1,6,1.1,1.1,·,-2,0.6,93,13,-1.3
COc1ccc(S(=O)(=O)N2CCN(CC(=O)Nc3cc(C(F)(F)F)ccc3Cl)CC2)cc1,-1,1,1.1,-8,-15,-0.4,31,3,-1.1
CCOc1ccc(CN(CCO)CCO)cc1C(=O)OC,2,0.96,1.1,4,-3,0.7,106,4,-0.2
O=C(CNCc1ccco1)Nc1ccccc1-n1cccc1,-1,1,1.1,-5,-10,1.1,99,-5,-1.0
COc1ccc2c(c1)c1c(n2C(C)=O)C(OC(C)=O)=NCC1,-23,1,2.3*,2,-21,-0.9,·,14,-0.7
C=C(Br)Cn1c(CCCC)nc2ccccc21,5,1,1.1,·,4,-4.6,77,18,-0.2
O=C(NCc1ccco1)c1cc(-c2cccs2)on1,1,0.97,1.2,8,-30,-1.7,70,1,0.3
CC(C)Sc1nnc(-c2c[nH]c3ccccc23)n1C,3,1.1,1.1,16,0,-0.6,76,-4,0.9
